# NALP1 inh = NALP1 inhibition; S. cerevisiae NALP1/ASC/caspase-1 growth, X-gal OD620, 72 h; inhibition, % at 10 µM; 280,000 compounds, 0.61% hits; AID 2071; in the data active = inhibition mostly above about 24%, no sharp cut-off; inactive = mostly below about 32%; note: some compounds called inactive have numbers as strong as hits
# MEKK3 PB1 HTS = raises or lowers MEK5 binding to the human MEKK3 PB1 domain. Q99759. binding response (% of control), % at 10 µM. bead-based flow cytometry, Alexa488-MEK5 binding to MEKK3; actives lie on both sides; 0 = blocked by unlabeled MEK5, 100 = vehicle. 290,000 compounds, 1.4% hits;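 active = binding response more than 3 SD above or below the average of its plate-row segment, actives on both sides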;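 note: Alexa488 bead fluorescence after subtracting the streptavidin-only scavenger bead signal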
# pCIP destab = lowers stability of the mouse p/CIP coactivator protein; Q05BA5; F442A p/CIP-EGFP cells, EGFP fluorescence, 16 h; decrease of EGFP signal, % at 10 µM; 290,000 compounds, 0.01% hits; AID 1984;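 active = EGFP signal decrease of at least 30% at 10 µM or well 3 SD below plate mean, unless failing retest; inactive = the rest, including hits failing retest or dose response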; note: some compounds called inactive have numbers as strong as hits; many of its hits are not listed in these tables
# IDE inh = inhibits human insulin-degrading enzyme in HEK cells. P14735. inhibition, % at 5.59 µM. 320,000 compounds, 0.41% hits. FAbetaB cleavage, fluorescence polarization;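 active = percent inhibition above the average of all tested compounds plus 3 SD, set per screening campaign, cut at about 16% in these data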;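 note: IDE supplied by intact live HEK cells; FP after avidin binding of uncleaved biotin substrate so inhibition keeps polarization high; 0% = DMSO wells and 100% = 60 µM reference IDE inhibitor Ii1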
# Target sequence (P14735 whole entry, looked up): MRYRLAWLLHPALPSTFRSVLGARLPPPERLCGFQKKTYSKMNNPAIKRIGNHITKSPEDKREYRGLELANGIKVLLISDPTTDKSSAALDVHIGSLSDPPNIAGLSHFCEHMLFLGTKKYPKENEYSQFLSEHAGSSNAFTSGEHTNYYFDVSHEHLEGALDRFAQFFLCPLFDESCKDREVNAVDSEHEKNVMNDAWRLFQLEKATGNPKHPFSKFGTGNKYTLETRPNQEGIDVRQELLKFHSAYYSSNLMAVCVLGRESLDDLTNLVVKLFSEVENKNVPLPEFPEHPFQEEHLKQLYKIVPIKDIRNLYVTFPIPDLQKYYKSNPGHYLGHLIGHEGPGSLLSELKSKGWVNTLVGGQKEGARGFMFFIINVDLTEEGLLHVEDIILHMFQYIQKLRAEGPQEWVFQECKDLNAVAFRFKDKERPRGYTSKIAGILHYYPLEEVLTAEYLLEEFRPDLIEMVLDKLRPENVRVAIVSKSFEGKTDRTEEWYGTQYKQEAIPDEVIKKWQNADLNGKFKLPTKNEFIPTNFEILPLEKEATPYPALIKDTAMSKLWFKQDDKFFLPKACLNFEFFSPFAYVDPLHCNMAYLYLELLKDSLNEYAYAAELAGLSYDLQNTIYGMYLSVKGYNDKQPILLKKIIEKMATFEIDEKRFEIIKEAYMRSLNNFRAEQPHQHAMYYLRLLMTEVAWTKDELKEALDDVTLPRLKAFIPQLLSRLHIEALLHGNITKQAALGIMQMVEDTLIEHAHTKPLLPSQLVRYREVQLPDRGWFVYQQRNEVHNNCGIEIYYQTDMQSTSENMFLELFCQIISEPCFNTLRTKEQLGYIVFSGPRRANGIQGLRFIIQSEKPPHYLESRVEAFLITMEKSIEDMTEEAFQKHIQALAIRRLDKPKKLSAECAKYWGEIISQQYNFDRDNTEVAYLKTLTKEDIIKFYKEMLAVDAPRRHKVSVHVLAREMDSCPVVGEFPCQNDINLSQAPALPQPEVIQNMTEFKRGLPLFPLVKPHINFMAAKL
# MEKK2 mut-MEK5 = signal of MEK5 binding to mutant human MEKK2 PB1 domain | bead flow cytometry, Alexa488-MEK5 binding to MEKK2 mutant | percent response, % at 10 µM | 290,000 compounds, 0.35% hits; in the data active = percent response above about 24%, passing the limit was not always enough; note: inactives centre near 1; some results filed as inactive read as strong as hits; reference of the scale not given here
# M18AAP inhibitor = blocks P. falciparum M18 aspartyl aminopeptidase; recombinant PfM18AAP, H-Glu-NHMec fluorogenic cleavage; inhibition, % at 7.35 µM; 290,000 compounds, 1.2% hits; AID 1822;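 active = inhibition above the campaign mean inhibition over all tested compounds plus 3 SD, cut at about 28% in these data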;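 note: 0% = plate median of test compound wells and 100% = 2 mM ZnCl2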
# SUMO HTRF inh = SUMOylation inhibition | P63279 | HTRF SUMOylation assay, SAE1/SAE2 + UBC9, in vitro | inhibition, % at 35 µM | 290,000 compounds, 0.36% hits; in the data active = inhibition above about 50%, passing the limit was not always enough; note: strong numbers were not always called active
# IDE cell activ = activators of human insulin-degrading enzyme in cells | HEK cells, FAbeta-B cleavage, fluorescence polarization; 0% vehicle, 100% cell-free pure enzyme wells | activation, % at 5.96 µM | P14735 | 340,000 compounds, 0.073% hits;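 active = activation above the mean of all tested compounds plus 3 SD, set per screening campaign, cut at about 17% in these data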
# MEKK2 WT-MEK5 = raises or lowers MEK5 binding to wildtype human MEKK2 PB1 domain. Q9Y2U5. bead flow cytometry, Alexa488-MEK5 binding to MEKK2 WT; actives lie on both sides. binding response (% of control), % at 10 µM. 290,000 compounds, 1.1% hits; in the data active = binding response below about 67% or above about 130%
# Starred values were filed as active, the others as inactive; . = not tested or not shown; [ ] = another dose, or the depositor's remark. Some of the compounds tested; the hit share may differ from the screen's.
SMILES,NALP1 inh,MEKK3 PB1 HTS,pCIP destab,IDE inh,MEKK2 mut-MEK5,M18AAP inhibitor,SUMO HTRF inh,IDE cell activ,MEKK2 WT-MEK5
CC(C)c1nnc(NC(=O)COc2ccc3c(c2)OCO3)s1,30*,100,-4,-2,-1,-6,15,3,98
COc1ccc(NC(=O)[C@@H]2CC=C[C@@H]3CCN(Cc4ccccc4)C(=O)[C@@H]32)cc1,.,102,.,6,-1,.,.,-1,98
O=C(Cc1noc2ccccc12)NNC(=S)Nc1ccccc1,-14,102,1,3,1,30*,-32,-1,103
O=C1c2cccc(OCC(=O)N3N=C(c4cccs4)CC3c3ccc(F)cc3)c2CCN1Cc1ccccc1 (stereo not drawn),37,107,-15,-6,3,-2,12,3,103
Cc1ccc2nc(NC(=O)c3cccs3)sc2c1,-6,96,-1,6,0,7,15,0,102
CC(=O)C1=C(O)C(=O)N(c2ccc(Br)cn2)C1c1cccc([N+](=O)[O-])c1 (stereo not drawn),4,112,-12,-3,10,2,14,4,108
S=c1[nH]ccn1-c1ccc(Cl)cc1,-11,96,1,0,2,21,18,-6,95
O=C(NCCn1cc(SCC(=O)N2CCOCC2)c2ccccc21)c1ccccc1,20,104,7,3,5,-9,-3,7,107
COc1ccc(Br)cc1/C=N/NC(=O)C[n+]1ccccc1,11,106,-12,-5,6,0,8,-2,107
O=C(Nc1ccc(Br)cc1)c1cccc(N2C(=O)CCC2=O)c1,22,106,3,-2,4,-4,-11,4,106
O=C(N[C@@H](Cc1ccccc1)C(=O)OCC(=O)N1CCOCC1)c1cccs1,16,102,-16,3,1,6,21,3,98
O=C(COC(=O)c1cccnc1Cl)Nc1ccc2c(c1)OCCO2,-3,64,2,0,-13,-8,5,3,66
O=C(Nc1ccccc1)C1C2CCC3C(CCC21)C3(Cl)Cl (stereo not drawn),2,103,-10,4,7,-3,5,3,106
CC(C)N1CCc2c(sc(NC(=O)c3ccc(S(=O)(=O)N(C)CC4CCCO4)cc3)c2C(N)=O)C1 (stereo not drawn),12,96,-10,3,-3,4,3,6,100
COc1cccc(OC)c1C(=O)Nc1nc2ccc([N+](=O)[O-])cc2s1,7,91,3,-4,1,-2,3,-4,101
Cc1cc(C)cc(NC(=O)CSc2nnc(-c3cc(C)[nH]n3)n2N)c1,17,102,1,2,0,0,2,-2,98
COc1ccc(OC)c(S(=O)(=O)NCCc2csc(-c3cccnc3)n2)c1,.,95,-9,-2,-3,-2,-1,-7,98
O=C(CNC(=O)Cn1cnc2sc3c(c2c1=O)CCCC3)NCc1ccccn1,11,96,8,0,-6,-1,-16,0,99
O=C(O)c1cc(S(=O)(=O)N(Cc2ccccc2)c2cccc(C(F)(F)F)c2)ccc1Cl,7,106,-10,0,5,-2,16,3,108
CCOc1cc(C(=O)OCC(=O)c2c[nH]c3ccccc23)ccc1OCC(=O)N1CCOCC1,-9,103,-4,0,3,7,-9,-4,105
CC(c1ccccc1)N1C(=O)c2ccccc2C1O (stereo not drawn),12,93,-6,0,1,-9,10,2,98
O=C(OCC(=O)c1ccccc1Br)c1ccncc1,-14,91,19,8,-4,-10,6,3,86
Cc1ccc(C(=O)N[C@H](C(=O)Nc2cc(Cl)cc(Cl)c2)C(C)C)cc1,28,101,-3,5,11,0,50,3,103
Cc1ccc(NC(=O)c2c(C)noc2-c2snnc2C)cc1,.,101,5,1,-4,-3,2,-3,100
CNC(=S)Nc1cc(OC)c(NC(=O)c2ccco2)cc1OC,-8,93,-14,-1,-13,-8,9,4,82

# Single records (already shown).
# Listed for `COc1ccc(NC(=O)[C@@H]2CC=C[C@@H]3CCN(Cc4ccccc4)C(=O)[C@@H]32)cc1` = NALP1 inh: .; MEKK3 PB1 HTS: 102; pCIP destab: .; IDE inh: 6; MEKK2 mut-MEK5: -1; M18AAP inhibitor: .; SUMO HTRF inh: .; IDE cell activ: -1; MEKK2 WT-MEK5: 98
# Listed for `CC(=O)C1=C(O)C(=O)N(c2ccc(Br)cn2)C1c1cccc([N+](=O)[O-])c1` (stereo not drawn) = NALP1 inh: 4; MEKK3 PB1 HTS: 112; pCIP destab: -12; IDE inh: -3; MEKK2 mut-MEK5: 10; M18AAP inhibitor: 2; SUMO HTRF inh: 14; IDE cell activ: 4; MEKK2 WT-MEK5: 108

# Later entries.
SMILES,NALP1 inh,MEKK3 PB1 HTS,pCIP destab,IDE inh,MEKK2 mut-MEK5,M18AAP inhibitor,SUMO HTRF inh,IDE cell activ,MEKK2 WT-MEK5
CC(SC1=NCCS1)C(=O)Nc1nnc(-c2ccc(F)cc2)s1 (stereo not drawn),27,103,-4,-4,7,2,-4,8,105
COC(=O)CCN(C1CCCCC1)S(=O)(=O)c1ccc(S(=O)(=O)N2CCCCC2)cc1,-6,99,-6,3,-2,0,-13,-1,97
Cc1nc(NCc2cccnc2)c2c3c(sc2n1)CCCC3,6,93,-2,3,-3,-8,-1,.,93
CC(C)c1nnc(NC(=O)CN2C(=O)c3ccccc3C2=O)s1,21,100,6,1,-1,-4,-20,5,100
CCCCn1c(N)c(NCC(C)C)c(=O)[nH]c1=O,16,100,0,-3,7,-6,0,2,91
Cc1ccccc1OCC(O)Cn1c(N2CCCCC2)nc2c1c(=O)[nH]c(=O)n2C (stereo not drawn),3,102,1,3,2,1,-8,2,103
CNc1nc(N/N=C/c2cc3c(cc2[N+](=O)[O-])OCO3)nc(Nc2ccccc2)n1,9,96,-10,-10,-10,5,21,4,96
COc1cc(/C=C2/SC(=S)N(Cc3ccccc3)C2=O)cc(Cl)c1O,-2,100,-660,86*,-3,13,32,-118,95
O=[N+]([O-])c1ccc(-n2nnnc2-c2ccccc2)cc1,46,101,1,1,-6,3,12,2,93
COC(=O)c1ccc(CSc2nc3ccccc3c(=O)n2CC(C)C)o1,20,96,2,5,-11,0,-20,-16,92
COc1ccc(NS(=O)(=O)c2ccc(C)c(NC(=O)NC3CCCCC3)c2)cc1,18,103,6,2,10,-2,-17,8,101
COc1ccc2c(c1)CCCC21SC(NC(C)=O)=NN1C(C)=O (stereo not drawn),-6,62,-4,1,-9,-6,18,3,75
COc1cccc(CN(C)C(=O)[C@@H](NC(=O)c2ccc(C)cc2)C(C)C)c1,14,102,-12,5,15,4,6,4,101
COC(=O)COc1ccc(S(=O)(=O)N2CCN(c3ccccc3F)CC2)cc1C,33,101,-3,-2,2,-14,-12,2,100
O=C(NC(=S)NCc1ccccc1)c1cccc(Cl)c1,2,106,6,7,2,5,-5,5,107
Cc1ccc(NC(=O)COc2ccc(/C(N)=N/O)cc2)cc1C,32,100,-7,3,-1,6,1,4,97
O=C(O)CCC(=O)Nc1ccccc1N1CCOCC1,8,106,4,-2,5,-9,-6,5,102
Cc1cnc(C(=O)Nc2nccs2)cn1,6,2.0*[inhibitor],-6,5,-19,-5,7,8,2.0*[inhibitor]
Cc1cc(C)n(-c2ccc(S(=O)(=O)N3CCOCC3)cc2[N+](=O)[O-])n1,12,101,-11,-3,0,1,9,2,103
Cc1cc(NC(=O)CSc2ccc(-c3nc4cc(C)c(C)cc4[nH]3)cn2)no1,6,97,-9,1,5,0,-4,-6,99
O=C(Cc1ccccc1)Nc1ccccc1C(=O)N1CCCCC1,14,93,-14,-2,0,-13,10,4,99
CC(O)CNc1nc2c(c(=O)n(Cc3ccc(Br)cc3)c(=O)n2C)n1C (stereo not drawn),2,103,-1,3,5,-1,-3,-2,110
COc1ccc(Nc2nc(-c3ccc(OC)cc3)c(CCC(=O)O)s2)cc1,-6,106,-2,1,3,-2,3,6,107
CCN1C(=O)CC(C(=O)NCCc2ccc(S(N)(=O)=O)cc2)SC1=Nc1ccc(OC)cc1 (stereo not drawn),24,99,-1,2,3,0,-4,3,99
CCN1/C(=C/c2sc(-c3ccccc3C)c[n+]2C)Sc2ccccc21,8,97,-8,.,2,0,-1,0,101
# Additional entries.
SMILES,NALP1 inh,MEKK3 PB1 HTS,pCIP destab,IDE inh,MEKK2 mut-MEK5,M18AAP inhibitor,SUMO HTRF inh,IDE cell activ,MEKK2 WT-MEK5
O=C(CC1C(=O)NCCN1Cc1cccc(F)c1F)NC1CCCCCC1 (stereo not drawn),0,103,4,9,14,3,8,-1,105
COC(=O)C1=C(C)N(CCCC(=O)O)C(=O)NC1c1cccs1 (stereo not drawn),15,97,0,1,1,-4,23,-2,98
C#CCNC(=O)C1=C[C@@H](C2CCCCC2)[C@H](CCCO)[C@@H](OCC)O1,-8,105,-17,-3,7,-9,8,4,108
COc1cc(/C=C2/C(=O)ON=C2C)cc(Cl)c1O,4,103,-8,-1,6,32*,7,-9,102
O=C1/C(=C/c2cccc(Cl)c2)CSc2sccc21,-1,105,-9,4,4,0,0,2,97
CCOc1ccccc1NS(=O)(=O)c1cn(C)nc1C,12,95,-10,0,-12,-7,-1,2,93
O=C(Cc1ccc(S(=O)(=O)N2CCCCC2)s1)Nc1ccc(F)cc1F,9,93,-12,-5,-3,-5,4,-4,96
CN(C)/C=C(/C(=O)c1ccccc1Cl)S(C)(=O)=O,12,101,-19,.,1,-9,15,4,102
O=C(CSc1nnc(CNC(=O)c2ccccc2F)o1)Nc1ccc2c(c1)OCO2,-3,100,-2,4,1,-3,7,6,105
Cc1cccc(OCC(=O)Nc2ccccc2-c2ccccc2)c1,28,99,-15,7,-2,-4,-29,4,103
COc1ccc(/C=C/C(=O)NC(=S)NCc2ccccc2)cc1OC,4,100,-18,5,1,-6,18,8,101
CCc1nc(SCc2nnc(-c3ccc(C)cc3)o2)c2c(C)c(C)sc2n1,.,99,.,-2,-2,0,.,.,101
O=C(NC(=S)NCc1ccc2c(c1)OCO2)c1ccccc1,18,109,2,-5,0,-1,15,4,108
CN(c1ccccc1C(=O)Nc1ccc(S(=O)(=O)N2CCOCC2)cc1)S(C)(=O)=O,28,105,-5,4,-1,-6,6,0,101
O=C(NCc1cccnc1)c1nc(-c2ccc(C(F)(F)F)cc2)no1,21,102,6,1,1,-12,4,-6,106
C=CCNC(=O)C(=O)NCC(c1ccc2c(c1)OCO2)N1CCN(c2ccc(F)cc2)CC1 (stereo not drawn),7,103,-8,-1,4,3,-8,0,108
CC(C)n1c(NCCc2ccccc2)nc2c1c(=O)n(C)c(=O)n2C,-8,98,-4,-1,3,1,8,4,99
CC(=O)OCCN(Cc1ccccc1)Cc1ccc2c(c1)OCO2,7,100,6,-5,1,-5,-3,-7,101
CC(NC(=O)CCc1nnc(-c2ccc(-c3ccccc3)cc2)o1)c1nccs1 (stereo not drawn),0,105,-19,8,-1,5,17,-7,96
O=C(COC(=O)c1cccc(S(=O)(=O)NCc2ccccc2)c1)NCC1CCCO1 (stereo not drawn),-7,94,-2,-2,-6,1,10,4,89
CSc1ccc(/C=C/C(=O)N2CCCN(C)CC2)cc1,4,108,8,2,10,-1,12,3,124
Cc1ccc(CNC(=O)CSCc2cccc(F)c2)cc1,10,99,6,-2,-1,2,-1,0,104
Cc1ccc(CNC(=O)c2cccc(S(C)(=O)=O)c2)cc1,9,103,-11,1,3,-3,26,3,102
Cc1ccc(C)c(C(=O)COC(=O)c2ccccc2N2C(=O)C3C4CCC(C4)C3C2=O)c1 (stereo not drawn),10,99,15,-3,-3,-10,-13,3,93
CC1CCCCN1Cc1cnc(Cl)s1 (stereo not drawn),23,99,-2,2,10,-9,-7,4,103
CC1(C)Cc2c(C#N)c(N3CCN(C(=O)c4ccccc4Cl)CC3)nc(-c3ccco3)c2CS1,8,94,-16,6,-13,-31,34,5,86
Cc1ccc(S(=O)(=O)c2nc(C)oc2N2CCOCC2)cc1,-10,98,-6,5,-10,-11,19,4,85
CN1c2ccccc2N(C)C1c1ccc2c(c1)OCO2,.,96,-15,-9,-5,-5,2,0,92
